KCNQ1 act: potentiators or activators of KCNQ1 channel, primary screen, cell-based, thallium flux, high-throughput; Potassium voltage-gated channel subfamily KQT member 1 (Homo sapiens), P51787; CHO-K1 KCNQ1, thallium flux FluxOR fluorescence; hits give high values; B-score at 10 µM; 310,000 compounds, 0.35% hits; AID 2648, 2010;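 active = fluorescence ratio B-score, a plate-corrected score, at least three library SD, with initial intensity B-score within 5 SD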
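Assay system: stable KCNQ1 CHO-K1 line; medium: assay buffer, equal DMSO in all wells; timing: 90 min dye loading and 20 min compound exposure, both at room temperature; technique: kinetic FluxOR thallium fluorescence, 10-s 1-Hz baseline, 110-s post-stimulus read; read-out basis: B score of baseline-normalized fluorescence ratio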
SKKanGAS inh: S. pyogenes SKKanGAS growth inhibitors in kanamycin, primary screen, streptokinase expression inhibitor project, SKKanGAS strain, BacTiter-Glo luminescence; AID 1662, 2009; 6 h; 300,000 compounds, 1.3% hits; inhibition, % at 7.5 µM;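 active = mean replicate score, as percent of positive control median, at least 50; inconclusive = mean below 50 but one replicate at or above 50; inactive = mean and every replicate below 50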;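 note: strain carries kanamycin resistance gene driven by streptokinase promoter and grows in 40 µg/ml kanamycin; loss of luminescence reflects streptokinase promoter inhibition or plain growth inhibition; 0% = median of DMSO wells and 100% = positive control at its reference dose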
KCNK9 block: KCNK9 potassium channel inhibitors, primary screen, HEK293 cells, thallium flux | FluxOR thallium flux fluorescence; hits give low values | B-score at 10 µM | 310,000 compounds, 1.2% hits;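 active = ratio B-score over 3 SD below the library mean, with starting fluorescence within 5 SD of its mean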;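 note: negative B-score means less thallium flux so channel inhibition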
Target sequence (Q9NPC2 whole entry, looked up): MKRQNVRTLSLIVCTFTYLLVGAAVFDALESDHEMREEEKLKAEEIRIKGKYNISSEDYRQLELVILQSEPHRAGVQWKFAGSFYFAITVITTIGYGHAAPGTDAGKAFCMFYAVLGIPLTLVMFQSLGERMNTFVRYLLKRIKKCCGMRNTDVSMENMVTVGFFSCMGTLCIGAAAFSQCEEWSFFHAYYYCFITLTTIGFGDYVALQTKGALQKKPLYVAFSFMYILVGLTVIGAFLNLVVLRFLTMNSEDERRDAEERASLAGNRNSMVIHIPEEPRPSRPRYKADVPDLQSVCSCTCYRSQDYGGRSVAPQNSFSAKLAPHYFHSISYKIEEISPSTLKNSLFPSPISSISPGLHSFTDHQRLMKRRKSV
HDAC3 inh: HDAC3 deacetylase inhibitors, primary screen, biochemical, fluorescence, cell-free homogeneous; 320,000 compounds, 0.15% hits; recombinant HDAC3, fluorogenic peptide/trypsin coupled; inhibition, % at 8.3 µM; Histone deacetylase 3 (Homo sapiens), O15379; in the data active = inhibition above about 26%, passing the limit was not always enough; inconclusive = no clear call, values can overlap the other calls
Target sequence (O15379 whole entry, looked up): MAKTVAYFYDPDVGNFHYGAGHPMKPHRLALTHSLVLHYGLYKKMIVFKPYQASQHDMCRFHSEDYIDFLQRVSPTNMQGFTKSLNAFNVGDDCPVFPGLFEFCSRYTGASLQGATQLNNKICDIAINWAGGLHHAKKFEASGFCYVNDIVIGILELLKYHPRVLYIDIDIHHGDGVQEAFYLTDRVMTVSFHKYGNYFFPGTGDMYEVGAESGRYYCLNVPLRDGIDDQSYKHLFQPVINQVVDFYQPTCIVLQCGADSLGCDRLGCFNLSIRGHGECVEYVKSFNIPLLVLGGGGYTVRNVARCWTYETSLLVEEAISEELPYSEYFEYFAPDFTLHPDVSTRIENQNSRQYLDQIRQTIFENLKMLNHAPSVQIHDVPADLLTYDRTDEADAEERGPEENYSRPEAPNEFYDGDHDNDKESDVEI
KCNQ1 inh: inhibitors of human KCNQ1 channel, primary screen, cell-based, thallium flux, high-throughput; 310,000 compounds, 1.3% hits; Potassium voltage-gated channel subfamily KQT member 1 (Homo sapiens), P51787; AID 2642, 2010; CHO-K1 KCNQ1, FluxOR thallium flux fluorescence; hits give high values; B-score at 10 µM;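 active = compounds whose thallium flux B-score, printed positive for inhibition, exceeds three library SD while starting fluorescence stays within three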;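 note: channel opened by potassium depolarization with thallium stimulus after 20 min compound exposure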
TMEM16A inh: TMEM16A chloride channel inhibitors, primary screen, cell-based, HTS; normalized B-score (activity score, 25-100; higher = stronger inhibition) at 10 µM; Anoctamin-1 (Mus musculus), Q8BHY3; AID 588511, 2011; 310,000 compounds, 1.2% hits; HEK293 TMEM16A/YFP iodide influx fluorescence, ionomycin;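 active = ratio plate-corrected score three or more library SD toward inhibition, starting fluorescence score within five deviations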;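 note: score derived from kinetic fluorescence span divided by baseline fluorescence per well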
ANO1 activ: TMEM16A chloride channel activators or potentiators, primary screen, cell-based, HTS. HEK293 TMEM16A/YFP-H148Q/I152L, iodide quench fluorescence; hits give low values. B-score at 10 µM. AID 623877, 2012. 340,000 compounds, 0.3% hits. Anoctamin-1 (Mus musculus), Q8BHY3;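 active = fluorescence-ratio B-score plate-corrected deviation score at least 3 library SD below zero, with starting fluorescence score within 5 deviations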;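 note: channel opened by trigger with iodide after compound preincubation; score built on the fluorescence ratio of max minus min over baseline; more negative score means more quench and so TMEM16A activation or potentiation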
hERG rescue: hERG rescue from dofetilide block, primary screen, cell-based, CHO-hERG, FluxOR thallium flux, dofetilide IC70; Voltage-gated inwardly rectifying potassium channel KCNH2 (Homo sapiens), Q12809; dofetilide IC70 present; activation (rescue from dofetilide block), less the hit threshold, % at 10 µM; 310,000 compounds, 0.51% hits; AID 1511, 2009;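 active = activation above the mean of controls blocked by dofetilide plus 5 SD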;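 note: thallium influx through hERG after potassium depolarization seen as dye fluorescence rise; in these data hits start at about 4.7%; inactives centre near -7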
RGS4 pot: RGS4 potentiators or activators, primary screen, cell-based, HEK293 M3R inducible RGS4, calcium flux; carbachol calcium flux Fluo4; hits give low values; 310,000 compounds, 0.92% hits; B-score at 10 µM;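 active = B-score of the integrated calcium signal more than 4 SD below the library mean, with starting fluorescence not abnormally high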;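 note: negative B-score means reduced calcium response which marks RGS4 activation or potentiation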
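Assay system: HEK293 FlpIn-TREx cells, stable M3R, doxycycline-inducible RGS4 / Probe or stimulus: carbachol, ECmax concentration / Times: overnight RGS4 induction, 30 min dye load 37 °C, 20 min compound RT / Signal: kinetic calcium fluorescence imaging with Fluo4-AM dye, 2 µM / Measure: Agonist-evoked peak-minus-minimum fluorescence over baseline, integrated ratio, B score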
RGS4 inh: RGS4 inhibitors, primary screen, cell-based, HEK293 M3R inducible RGS4, calcium flux. 310,000 compounds, 0.45% hits. Regulator of G-protein signaling 4 (Homo sapiens), P49798. B-score at 10 µM. Fluo-4 calcium flux; hits give high values; triggered by carbachol at its EC20. AID 463165, 2010;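 active = B-score, a plate-corrected calcium signal, over three deviations above library mean, with baseline fluorescence within five deviations of library mean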;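 note: RGS4 expression induced by doxycycline in cells with stable M3 receptor; B-score is computed from the integrated fluorescence ratio over baseline after carbachol; higher B-score means a larger calcium signal and so more RGS4 inhibition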
Target sequence (P49798 whole entry, looked up): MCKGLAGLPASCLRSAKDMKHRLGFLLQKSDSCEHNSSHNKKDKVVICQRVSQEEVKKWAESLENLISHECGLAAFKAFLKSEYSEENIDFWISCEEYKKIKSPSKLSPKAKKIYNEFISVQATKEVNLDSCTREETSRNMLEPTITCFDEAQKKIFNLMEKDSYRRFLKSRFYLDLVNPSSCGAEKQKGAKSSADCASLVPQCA
KCNK3 block: human KCNK3 channel inhibitors, primary screen, CHO cells, FluxOR thallium flux, B-score; Potassium channel subfamily K member 3 (Homo sapiens), O14649; FluxOR fluorescence; hits give low values; B-score at 10 µM; 340,000 compounds, 0.84% hits;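 active = B-score under library mean minus 4 SD, starting fluorescence ratio at most library mean plus 5 SD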;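 note: more negative B-score means stronger inhibition of thallium flux through KCNK3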
Starred values were filed as active, the others as inactive; i = inactive; u = inconclusive; x = no result given.

SMILES	KCNQ1 act	SKKanGAS inh	KCNK9 block	HDAC3 inh	KCNQ1 inh	TMEM16A inh	ANO1 activ	hERG rescue	RGS4 pot	RGS4 inh	KCNK3 block
COc1ccccc1/C=N/Nc1nc(C)cc(C)n1	i	0	i	7	i	i	i	-7	i	i	i
Cc1ccc([N+](=O)[O-])cc1NC(=S)NC(=O)c1cccnc1	i	1	i	3	i	i	i	-8	i	i	i
COc1cc(NS(=O)(=O)c2cc3c(cc2C)NC(=O)CO3)cc(OC)c1	i	5	i	-5	i	i	i	-10	i	i	i
CC(=O)Nc1ccc(NC(=O)CN(C)S(=O)(=O)c2ccc3ccccc3c2)cc1	i	5	i	-7	i	i	i	-5	i	i	i
c1ccc2cc(-c3csnn3)ccc2c1	i	-2	i	4	i	i	i	-5	i	i	i
COC(=O)c1ccccc1NS(=O)(=O)c1ccc(O)c(C(=O)O)c1	i	7	i	0	i	i	i	2	i	i	i
N#C/C(C(=O)N1CCOCC1)=C1/SC(Cc2ccccc2)C(=O)N1c1ccccc1 (stereo not drawn)	i	-1	i	-4	i	i	i	-8	i	i	i
CC(C)c1nnc(NC(=O)C2CCCN2S(=O)(=O)c2ccc(Cl)cc2)s1 (stereo not drawn)	i	5	i	-1	i	i	i	-10	i	i	i
O=C(CSc1nc(=O)n2ccccc2n1)N1CCC(Cc2ccccc2)CC1	i	-11	i	1	i	i	i	-13	i	i	i
Cc1ccc(-c2nc(CS(=O)(=O)CC(=O)NC3CCCCCC3)c(C)o2)cc1	i	8	i	2	i	i	i	-8	i	i	i
CCOc1ccc(NC(=S)NNC(=O)c2cc(Br)ccc2Cl)cc1	i	5	i	-7	i	i	i	-1	i	i	i
CCC(=O)Nc1c(-c2ccccc2)c(=O)c2ccccc2n1C	i	0	i	-1	i	i	i	3	i	i	i
COc1ccc(C(=O)OC(C)C(=O)NC(C)CCc2ccccc2)cc1OC (stereo not drawn)	i	-5	i	1	i	i	i	-2	i	i	i
COc1ccc(-n2c(=S)[nH]c3ccccc32)cc1	i	4	i	6	i	i	i	-12	i	i	i
CC(=O)c1cc(O)c2ccccc2c1O	i	23	i	-2	i	i	i	-5	i	i	i
CCCCCCCCC[n+]1cccc2c3ccccc3ccc21	i	12	-17*	-51	i	100*	i	-32	-8.6*	i	i
O=C(c1ccc2c(=O)n3c(nc2c1)CCCCC3)N1CCN(c2cccc(Cl)c2)CC1	i	4	i	3	i	i	i	-10	i	i	i
CSc1ccc(CN(C)C(=O)CCNS(=O)(=O)c2ccc(C)c(C)c2)cc1	i	12	i	3	i	i	i	-17	i	i	i
O=S1(=O)CCC(NC(=S)NC2CCS(=O)(=O)C2)C1 (stereo not drawn)	i	-9	i	-2	i	i	i	-10	i	i	i
O=C(CCCl)Nc1nnc(SCC(=O)NC2CCCC2)s1	i	2	i	0	i	i	i	-9	i	i	i
CCN(CCC(=O)O)c1ccccc1	i	2	i	-3	i	i	i	-7	i	i	i
COc1ccc(CCNC(=O)c2noc(C)c2[N+](=O)[O-])cc1OC	i	4	i	7	i	i	i	-10	i	i	i
CCC(C)N(C(=O)CSc1ccc(NC(C)=O)cc1)C1CCS(=O)(=O)C1 (stereo not drawn)	i	2	i	-2	i	i	i	-11	i	i	i
Cc1nc2c(c3c1[nH]c1ccccc13)C(=O)CC(C)(C)C2	i	-6	i	6	i	i	i	-10	i	i	i
CC(C)(C)c1cc(/C=N/NC(=O)C[n+]2ccccc2)cc(C(C)(C)C)c1O	i	3	i	3	i	i	i	-3	-7*	i	i

Carrying on.
SMILES	KCNQ1 act	SKKanGAS inh	KCNK9 block	HDAC3 inh	KCNQ1 inh	TMEM16A inh	ANO1 activ	hERG rescue	RGS4 pot	RGS4 inh	KCNK3 block
COC(=O)c1cccc(S(=O)(=O)N(Cc2ccco2)Cc2cc3cc(OC)ccc3[nH]c2=O)c1	i	-3	i	-2	i	i	i	-9	i	i	i
O=C(COc1cccc(Br)c1)N/N=C1\CCSC1	i	6	i	-1	i	i	i	1	i	i	i
Cc1ccc(N2C(=O)CC(N3CCN(c4ccc(F)cc4)CC3)C2=O)c(C)c1 (stereo not drawn)	i	-1	i	-5	i	i	i	-2	i	i	i
Cc1oc2c(c1C(=O)Nc1cccc3ccccc13)CCCC2	i	31	i	-5	i	i	i	-9	i	i	i
CCOC(=O)N1CCC(NC(=O)c2ccc(Cl)cc2)CC1	i	7	i	3	i	i	i	-9	i	i	i
O=C(CCC1CCCCC1)Nc1ccccc1C(=O)N1CCOCC1	i	5	i	-1	i	i	i	-7	i	i	i
COc1cc2[nH]c3c(N4CCC(C(N)=O)CC4)ncnc3c2cc1OC	i	0	i	5	i	i	x	-1	i	5.7*	x
COC(=O)C1CCN(C(=O)COC(=O)CSc2ccc(C(N)=O)cc2[N+](=O)[O-])CC1	i	-7	i	1	i	i	i	-7	i	i	i
NS(=O)(=O)c1ccc(NC(=S)N2CCC(Cc3ccccc3)CC2)cc1	i	3	i	4	i	i	i	-12	i	i	i
CCCn1c(SCC(=O)NC(C)C23CC4CC(CC(C4)C2)C3)n[nH]c1=O (stereo not drawn)	i	4	i	-2	i	i	i	-1	i	i	i
Cc1nnc(N2C(=O)C(O)=C(C(=O)c3ccco3)C2c2ccc(C(C)C)cc2)s1 (stereo not drawn)	i	18	i	11	i	i	i	-2	i	i	i
Cc1nn(C)cc1C(C(=O)NC1CCCCC1)N(CCc1ccccc1)C(=O)c1cnccn1 (stereo not drawn)	i	-4	i	0	i	i	i	-7	i	i	i
O=C(Nc1ccccc1C(=O)NCC1CCCO1)c1ccc(Cl)cc1 (stereo not drawn)	i	-5	i	-9	i	i	i	-15	i	i	i
COc1cccc2c1Oc1ncccc1N(C(=O)CCC(=O)NCc1ccccc1F)C2	i	-2	i	4	i	i	i	-8	i	i	i
Cc1ccc(/C=N/NC(=O)c2ccccc2OCc2ccc(F)cc2)o1	i	7	i	9	i	i	i	-6	i	i	i
Cn1c(CCNC(=O)c2ccccc2F)nnc1SCC(=O)Nc1ccccc1F	i	-5	i	-11	i	i	i	-7	i	i	i
N#C/C(=C\c1c(N2CCC(C(N)=O)CC2)nc2ccccn2c1=O)C(=O)NCc1ccco1	i	-2	i	-22	i	i	i	-3	i	i	i
COc1cccc(-c2nn(-c3ccccc3)cc2CN(C)Cc2ccno2)c1	i	-13	i	5	i	i	i	-8	i	i	i
CCCCCCOC(=O)Cc1c(C)nc(-c2ccccc2)[nH]c1=O	i	3	i	4	i	i	i	-6	i	i	i
Cc1nn(C2CCCO2)c(=O)nc1N (stereo not drawn)	i	1	i	-8	i	i	x	-4	i	i	x
CCOC(=O)C(C)Oc1ccc2c(CC)cc(=O)oc2c1C (stereo not drawn)	i	0	i	-11	i	i	i	-4	i	i	i
Cc1ccc(C)c(OCc2nnc(NC(=O)c3ccco3)s2)c1	i	3	i	-7	i	i	i	-6	i	i	i
Cc1ccc2nc(SCC(=O)c3ccc(Cl)s3)[nH]c2c1	i	u	i	5	i	i	i	-7	i	i	i
COc1ccc(CN2C(=O)CC(Cc3cc(C)cc(C)c3)C2=O)cc1OC (stereo not drawn)	i	1	i	0	i	i	i	-5	i	i	i
COC(=O)c1[nH]c2c(c1C)C(=O)CC(c1ccc(OC)c(OC)c1)C2 (stereo not drawn)	i	3	i	0	i	i	i	-4	i	i	i

Carrying on.
SMILES	KCNQ1 act	SKKanGAS inh	KCNK9 block	HDAC3 inh	KCNQ1 inh	TMEM16A inh	ANO1 activ	hERG rescue	RGS4 pot	RGS4 inh	KCNK3 block
Cc1ccc(C(=O)CCC(=O)NC2CCCC(C)C2C)cc1 (stereo not drawn)	i	10	i	3	i	i	i	-5	i	i	i
CC(=O)Nc1ccc(S(=O)(=O)NCCSCc2ccc(Cl)cc2Cl)cc1	i	2	i	-1	i	i	i	-5	i	i	i
CC(Nc1ccc(Br)cc1)C(=O)N/N=C/c1ccccc1OCc1ccccc1 (stereo not drawn)	i	23	i	0	i	i	i	-10	i	i	i
COc1ccc(CCNC(=O)Nc2cc(F)c(F)cc2Cl)cc1OC	i	-4	i	-3	i	i	i	-4	i	i	i
COc1ccc(CCN(Cc2ccccn2)C(=S)Nc2cccc(C)c2)cc1OC	i	0	i	5	i	i	i	-24	i	i	i
CCn1ncc(Br)c1C(=O)NC(C)c1ccccc1 (stereo not drawn)	i	2	i	-5	i	i	i	-9	i	i	i
CC(C)CC(COCc1ccc([N+](=O)[O-])cc1)N1CCN(C(=O)c2ccc(C(F)(F)F)cc2)CCC1=O (stereo not drawn)	i	5	i	-6	i	i	i	-9	i	i	i
Cc1ccc(NC(=O)O/N=C/c2ccc(F)cc2)cc1	i	0	i	5	i	i	i	-13	i	i	i
CC1(C)C(CC2OCC(CN3CCCCC3)O2)[C@H]2CC[C@@H]1C2 (stereo partly drawn)	i	15	i	5	i	i	i	-11	i	i	i
N#CC1=C(N)Oc2n[nH]c(-c3ccccc3)c2C1c1cccnc1 (stereo not drawn)	i	-6	i	1	i	i	i	-11	i	i	i
COCCCNCCOCCOc1ccc(Cl)cc1Br	i	-1	i	3	i	i	i	-9	i	i	i
CC(C)(C)c1cc(NCc2ccccn2)n2ncc(-c3ccccc3)c2n1	i	108*	i	-11	7*	i	i	-13	i	i	i
CC1CCN(C(=O)c2[nH]cnc2C(=O)N[C@@H](CCCCNC(=O)OC(C)(C)C)C(=O)OC(C)(C)C)CC1	i	9	i	11	i	100*	i	-6	i	i	i
N#Cc1ccc(C(=O)NCC(c2ccco2)N2CCCC2)cc1 (stereo not drawn)	i	-12	i	2	i	i	i	-2	i	i	i
CCC(CC)c1nnc(NC(=O)c2nn(C)c(=O)c3ccccc23)s1	i	5	i	-1	i	i	i	-5	i	i	i

Assay outcomes from PubChem BioAssay.

Hits appear at their usual frequency. Share with any hit: about 6.3%.
